# CHRM5 agonist: human M5 muscarinic receptor agonists, primary screen, CHO-K1 cells, Fluo-8 calcium fluorescence | Muscarinic acetylcholine receptor M5 (Homo sapiens), P08912 | CHO-K1 hM5 cells; 0% DMSO wells, 100% maximal acetylcholine response | activation, % at 3 µM | actives 0.19% (n = 360,000);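 active = activation above the run's mean over test compounds plus 3 SD, cut at about 23% in these data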;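 also: signal is peak over basal fluorescence ratio across the kinetic read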
# Target sequence (P08912 whole entry, looked up): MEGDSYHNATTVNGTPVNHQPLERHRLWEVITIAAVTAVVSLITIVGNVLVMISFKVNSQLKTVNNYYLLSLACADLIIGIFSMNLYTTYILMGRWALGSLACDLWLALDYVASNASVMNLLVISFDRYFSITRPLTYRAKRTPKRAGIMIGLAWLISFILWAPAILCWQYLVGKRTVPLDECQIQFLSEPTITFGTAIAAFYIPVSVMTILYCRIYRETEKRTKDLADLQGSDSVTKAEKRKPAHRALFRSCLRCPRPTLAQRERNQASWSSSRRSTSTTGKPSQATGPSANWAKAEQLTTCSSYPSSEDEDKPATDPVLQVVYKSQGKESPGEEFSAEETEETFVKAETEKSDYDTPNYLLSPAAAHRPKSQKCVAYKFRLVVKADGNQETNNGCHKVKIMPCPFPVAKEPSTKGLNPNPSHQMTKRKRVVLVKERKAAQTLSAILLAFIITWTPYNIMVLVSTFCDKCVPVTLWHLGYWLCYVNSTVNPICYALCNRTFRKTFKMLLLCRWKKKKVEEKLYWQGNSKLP
# CRFBP-R2 block: antagonists of CRF-BP/CRF-R2 complex, primary screen, cell-based, HEK293, calcium dye fluorescence, uHTS | CRF-induced calcium fluorescence | actives 0.59% (n = 350,000) | inhibition, % at 11.8 µM | AID 588475, 2011;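 active = inhibition of the ligand-induced calcium signal above about 50% at the single tested concentration, limit read from the data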
# IDE inh: human IDE inhibitors in live cells, primary screen, fluorescence polarization, HEK cells, FAbetaB substrate. inhibition, % at 5.59 µM. Insulin-degrading enzyme (Homo sapiens), P14735. FAbetaB cleavage. AID 434962, 2010. actives 0.41% (n = 320,000);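 active = percent inhibition above the average of all tested compounds plus 3 SD, set per screening campaign, cut at about 16% in these data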;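 also: IDE supplied by intact live HEK cells; FP after avidin binding of uncleaved biotin substrate so inhibition keeps polarization high; 0% = DMSO wells and 100% = 60 µM reference IDE inhibitor Ii1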
# CHRM5 antagonist: human M5 muscarinic receptor antagonists, primary screen, CHO cells, Fluo-8 calcium fluorescence; inhibition, % at 3 µM; CHO-hM5 cells, ACh EC80; Muscarinic acetylcholine receptor M5 (Homo sapiens), P08912; actives 0.59% (n = 360,000);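 active = inhibition above a per-plate cutoff, the mean of that plate's test compounds plus 3 SD, cut at about 27% in these data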;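 also: 0% = acetylcholine EC80 with DMSO and 100% = DMSO without agonist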
# M5 PAM: human M5 muscarinic receptor positive allosteric modulators, primary screen, CHO-K1 cells, Fluo-8 calcium fluorescence. CHO-K1 hM5, ACh EC20 PAM; 0% = ACh EC20, 100% = ACh EC100. activation, % at 3 µM. actives 0.3% (n = 360,000). AID 624038, 2012;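 active = activation above the run cutoff, the mean activation of all test compounds plus 3 SD, cut at about 18% in these data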
#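 Test system: CHO-K1 hM5 cells / Doses: single-point, 3 µM nominal / Times: Post-acetylcholine fluorescence recording 140 s / Technique: Fluo-8 calcium fluorescence / Measure: Max/basal fluorescence ratio as % of EC20–EC100 ACh window / Benchmarks: low control EC20 acetylcholine (0%), high control EC100 acetylcholine (100%) / Replicates: one well per compound, no replicates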
# CRFBP-R2 agonist: agonists of CRF-BP/CRF-R2 complex, primary screen, cell-based, HEK293, calcium dye fluorescence, uHTS; calcium dye fluorescence (FLIPR); percent of saturating CRF peptide response; activation, % at 13.2 µM; AID 588473, 2011; CRF-binding protein / CRF receptor 2 complex (human); actives 0.46% (n = 350,000);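 active = activation of at least 50%, plus an integration ratio under a set limit after plate pattern correction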;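 also: plate controls were neutral control wells without compound for no effect and CRF at EC100 for full effect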
# CHRM4 PAM: human M4 muscarinic receptor positive allosteric modulators, primary screen, CHO-K1 cells, Fluo-8 calcium fluorescence; AID 624126, 2012; actives 0.4% (n = 360,000); Muscarinic acetylcholine receptor M4 (Homo sapiens), P08173; activation, % at 3 µM; CHO-K1 hM4/Gqi5, ACh EC20; 0% = ACh EC20, 100% = maximal ACh;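 active = activation above its plate's cutoff, the mean activation of sample wells plus 3 SD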; also: some results filed as inactive read as strong as hits
# Target sequence (P08173 whole entry, looked up): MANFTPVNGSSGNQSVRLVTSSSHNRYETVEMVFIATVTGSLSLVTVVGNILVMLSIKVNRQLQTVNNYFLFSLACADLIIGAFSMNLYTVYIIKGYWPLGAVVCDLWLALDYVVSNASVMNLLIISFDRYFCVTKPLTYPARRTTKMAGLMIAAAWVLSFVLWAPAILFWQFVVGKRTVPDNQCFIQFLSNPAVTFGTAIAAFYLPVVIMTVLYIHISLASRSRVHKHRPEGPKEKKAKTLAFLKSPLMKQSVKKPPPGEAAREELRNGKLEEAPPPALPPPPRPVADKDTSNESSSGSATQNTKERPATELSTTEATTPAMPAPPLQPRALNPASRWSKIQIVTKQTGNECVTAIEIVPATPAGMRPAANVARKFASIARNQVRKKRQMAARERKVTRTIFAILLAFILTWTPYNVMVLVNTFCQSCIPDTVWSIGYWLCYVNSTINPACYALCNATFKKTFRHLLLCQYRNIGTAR
# CHRM4 agonist: human M4 muscarinic receptor agonists, primary screen, CHO-K1 cells, Fluo-8 calcium fluorescence; CHO-K1 hM4/Gqi5; vehicle 0%, full acetylcholine response 100%; activation, % at 3 µM; actives 0.14% (n = 360,000);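 active = activation above the run mean over all test wells plus 3 SD, cut at about 32% in these data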;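 also: peak over basal fluorescence ratio per well then scaled between controls; 0% = DMSO wells and 100% = acetylcholine at EC100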
# CHRM4 antagonist: human M4 muscarinic receptor antagonists, primary screen, CHO cells, Fluo-8 calcium fluorescence | inhibition, % at 3 µM | CHO-hM4 cells, ACh EC80 | Muscarinic acetylcholine receptor M4 (Homo sapiens), P08173 | actives 0.73% (n = 360,000);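 active = inhibition above its plate's cutoff, the mean inhibition of sample wells plus 3 SD, cut at about 27% in these data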;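 also: 0% = acetylcholine EC80 with DMSO and 100% = DMSO without agonist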
# * = called active by the depositor; · = not tested or not shown. Rows were taken by chance; overall some 2.9% were active at least once.
SMILES,CHRM5 agonist,CRFBP-R2 block,IDE inh,CHRM5 antagonist,M5 PAM,CRFBP-R2 agonist,CHRM4 PAM,CHRM4 agonist,CHRM4 antagonist
COC(=O)c1cc(OC)c(OC)cc1NC(=O)CN1CCCCC1,1.5,-11.5,0.8,3.0,-1.2,-2.0,6.6,1.6,-12.0
Cn1cc(CC(=O)NC2CCCCC2)c2ccccc21,-2.9,-2.5,1.5,2.0,-0.3,2.3,-0.5,0.6,0.8
CCNC(=O)C(C)Sc1ccc(Cl)cc1 (configuration not stated),-5.5,1.8,6.7,-0.9,2.0,0.3,-2.2,0.2,8.6
COc1ccc(-c2ccc3c(c2)C2CC3CCN2Cc2ccc(OC(F)(F)F)cc2)cc1 (configuration not stated),0.4,-21.8,·,5.2,0.2,3.0,1.7,0.8,-6.8
CC1CCCCN1S(=O)(=O)c1ccc(NC(=O)c2cccc(-n3cnnn3)c2)cc1 (configuration not stated),1.0,-5.5,-1.9,2.1,-5.8,0.3,-4.5,8.8,1.6
CCc1ccc2c(c1)C(c1ccncc1)=NNC(c1ccccc1)=N2,0.7,-13.7,-5.7,6.9,-4.9,-2.5,-6.0,0.8,2.7
CCOC(=O)COc1ccc(S(=O)(=O)N2CCN(C(=O)OCC)CC2)cc1,0.7,12.2,6.0,7.1,-2.6,0.5,-4.9,14.3,6.7
O=c1c2[nH]c3ccccc3c2ncn1CCN1CCCCC1,-14.8,2.5,4.0,-1.3,-7.0,0.1,2.2,0.8,-0.7
C#CCOCCOCCOCCNc1nc(N2CCN(C(=O)C(Cc3cc4ccccc4[nH]3)n3cc(C(N)Cc4ccc(O)cc4)nn3)CC2)nc(N2CCN(C(=O)C(CCC(=O)O)n3cc(C(N)C(C)CC)nn3)CC2)n1 (configuration not stated),1.6,-4.4,7.7,8.9,1.5,1.1,-2.8,-0.3,2.2
CCCc1nnc(NS(=O)(=O)c2ccccc2)s1,4.5,0.9,-2.9,-11.8,-1.9,0.7,-5.7,0.0,-8.8
O=S(=O)(NCc1cc(-c2ccccc2)no1)c1ccc(Cl)cc1,-2.6,-13.5,3.8,-0.2,-10.4,2.8,6.7,2.4,-2.9
CNC(=O)Nc1cccc2cccnc12,-1.4,5.0,13.9,7.4,0.7,-1.3,14.6,0.3,5.7
Cn1nnnc1NCc1cccc(Cl)c1,-11.4,-15.4,0.4,-0.3,7.4,-0.9,-7.8,0.8,-5.1
COc1ccc(S(=O)(=O)N(C)c2ccc(C(=O)N3CCCCC3)cc2)cc1OC,10.8,-5.8,-6.9,7.1,-5.4,0.0,-15.7,9.5,2.5
Cc1ccc(C)c(SCC(=O)OCC(=O)NCCNC(=O)COC(=O)CSc2cc(C)ccc2C)c1,2.4,-7.8,2.5,3.9,2.3,2.4,4.5,7.3,-11.8
CCCc1n[nH]c2c1/C(=N/O)CC(c1ccccc1)C2 (configuration not stated),-2.6,-0.9,-0.1,3.7,-10.2,-1.0,-0.7,2.8,-4.8
O=C(Nc1ccccc1Cl)c1ccccc1CC(O)(c1ccccc1)c1ccccc1,-1.3,0.6,·,0.7,-11.7,2.9,-12.6,1.5,14.4
O=C(CSc1nnnn1-c1ccccc1)NCc1ccco1,-1.3,-1.2,-0.6,-2.0,-0.3,0.6,-4.5,0.3,3.7
Cc1ccc(CN2C(=O)C(F)(F)Oc3ccccc32)cc1,-2.0,·,·,4.3,-3.5,·,-2.7,-1.7,3.5
Cc1cccc(-n2c(N)cc(=O)nc2SCC(=O)Nc2ccccc2)c1,1.6,-3.8,0.6,-5.2,3.8,1.0,23.0,0.2,-6.2
C=CCNC(=O)C1CCCN(S(=O)(=O)c2ccc(-n3cnnn3)cc2)C1 (configuration not stated),-3.3,-5.0,-0.2,4.6,5.3,1.0,1.9,1.3,5.1
CNC(=O)C1CC(=O)N(Cc2ccc(OC)c(OC)c2)C(=Nc2ccc(OC)cc2)S1 (configuration not stated),-0.6,-1.9,1.1,0.8,-0.3,1.8,-2.7,1.7,3.6
CCCn1nc(NS(=O)(=O)c2ccccc2)c2cc3ccccc3nc21,-0.8,7.0,2.0,2.1,0.6,-0.7,0.5,0.0,-2.8
O=C(O)c1cccnc1SCc1cn2cc(Br)ccc2n1,5.9,23.6,5.7,-8.0,6.1,-2.0,1.1,1.0,5.3
CC(C)(C)c1ccc(OCC(=O)N/N=C/c2ccsc2)cc1,-0.7,-18.5,-2.4,-5.9,-0.1,-2.2,-0.6,0.3,-6.0
CN(Cc1ccccc1)c1ncnc2[nH]ncc12,1.2,-6.8,·,2.8,-21.8,1.1,-1.8,12.6,-3.0
COc1ccc(/C=C(\NC(=O)c2ccccc2)C(=O)NCc2cccnc2)cc1,-2.5,7.5,5.0,4.5,-2.5,-0.4,4.9,1.1,-13.9
CCc1ccc(C(=O)COC(=O)CNC(=O)Cc2ccccc2)cc1,-0.2,-29.6,1.4,-0.3,-3.1,-15.5,-0.1,1.1,-3.7
COc1ccccc1N1CCN(C(=O)c2cc3cc(C)ccc3[nH]2)CC1,0.4,-19.5,4.4,0.1,-0.8,-1.4,-2.0,0.1,-5.3
COCC(C)NC(=O)c1ccc(N(C)C)cc1 (configuration not stated),3.8,-24.7,-0.9,-7.7,3.3,-2.0,4.3,0.5,-1.4
CC(OC(=O)Cn1cnc2c1c(=O)n(C)c(=O)n2C)C(=O)Nc1ccc(Cl)cc1 (configuration not stated),2.1,-2.9,-1.8,1.5,0.4,0.0,15.7,3.3,-11.9
COC(=O)c1ccc(CNC(=O)COC(=O)C2CCC(C(C)(C)C)CC2)cc1 (configuration not stated),0.9,3.2,2.7,-6.0,0.3,1.0,-0.8,1.3,1.4
O=C(NC1=NCCS1)c1ccc(N2CCCC2=O)cc1,-4.7,-1.0,0.5,-7.9,-1.3,-1.4,3.4,0.4,-5.3
CCOC(=O)c1nc(C)n(-c2cc(Cl)cc(Cl)c2)n1,-2.1,0.7,-0.5,14.5,-9.9,-2.1,8.6,3.2,3.5
CC(=O)Nc1ccc(S(=O)(=O)NCc2ccc(C)cc2)cc1,-3.0,-30.5,10.5,-6.5,-1.4,1.3,-3.1,4.3,-0.4
CCNC(=O)NC(=O)C(C)OC(=O)CCCSc1nc2ccccc2s1 (configuration not stated),-2.9,14.6,5.3,2.1,-1.8,-3.0,-2.1,3.0,1.3
O=C(CC(=O)Nc1ccc(Br)cc1)Nc1ccc(Br)cc1,-0.1,-4.5,-2.3,7.7,1.4,0.3,1.3,2.8,6.3
COc1ccc(CN2C(=O)c3cccnc3C2=O)cc1S(=O)(=O)NC(C)C,1.5,-8.6,-0.2,7.8,-7.0,2.8,-6.2,17.9,9.8
CCOc1ccc(/C=N/NC2=NCCCCC2)cc1,-10.2,-30.0,4.9,-3.2,-1.0,2.6,-3.8,0.7,1.2
O=C(NCCSc1ncc(-c2ccccc2)[nH]1)c1ccco1,-1.1,4.0,-0.2,3.1,0.9,-0.7,-5.0,0.9,1.6

# Some of the entries so far, with values ahead of the structure:
CHRM5 agonist	CRFBP-R2 block	IDE inh	CHRM5 antagonist	M5 PAM	CRFBP-R2 agonist	CHRM4 PAM	CHRM4 agonist	CHRM4 antagonist	SMILES
0.4	-21.8	·	5.2	0.2	3.0	1.7	0.8	-6.8	COc1ccc(-c2ccc3c(c2)C2CC3CCN2Cc2ccc(OC(F)(F)F)cc2)cc1 (configuration not stated)
1.0	-5.5	-1.9	2.1	-5.8	0.3	-4.5	8.8	1.6	CC1CCCCN1S(=O)(=O)c1ccc(NC(=O)c2cccc(-n3cnnn3)c2)cc1 (configuration not stated)
0.7	-13.7	-5.7	6.9	-4.9	-2.5	-6.0	0.8	2.7	CCc1ccc2c(c1)C(c1ccncc1)=NNC(c1ccccc1)=N2
0.7	12.2	6.0	7.1	-2.6	0.5	-4.9	14.3	6.7	CCOC(=O)COc1ccc(S(=O)(=O)N2CCN(C(=O)OCC)CC2)cc1

# Remaining list, next part
SMILES,CHRM5 agonist,CRFBP-R2 block,IDE inh,CHRM5 antagonist,M5 PAM,CRFBP-R2 agonist,CHRM4 PAM,CHRM4 agonist,CHRM4 antagonist
O=C(Nc1ccc(OCc2ccccc2)cc1)Nc1nnc([C@H]2C[C@H](O)[C@@H](CO)O2)s1,1.6,·,·,0.3,0.1,·,0.8,0.8,-4.8
CC(C)(C)c1ccc(C2SCC(=O)N2c2cccc(C(=O)O)c2)cc1 (configuration not stated),-1.8,10.2,1.9,5.2,0.5,-0.4,-4.4,1.1,13.1
O=C(Nc1ccccc1N1CCOCC1)c1cccc(S(=O)(=O)Nc2ccccc2F)c1,0.3,-3.2,-4.7,1.5,-3.1,0.4,-3.6,2.7,0.1
O=C(CN1C(=O)c2ccccc2C1=O)NCc1ccncc1,-1.7,20.2,3.2,-4.1,0.7,5.5,17.5,0.7,-1.9
COCCCNC(=O)C1CC(=O)OC1c1ccc(OC)c(OC)c1 (configuration not stated),-5.4,1.1,4.7,5.1,3.7,-0.6,2.9,0.3,5.4
Cc1ccc(S(=O)(=O)N2CCSC2c2ccco2)cc1 (configuration not stated),-7.2,1.2,3.1,0.8,-1.6,-3.0,-2.0,0.3,-2.6
CCOC(=O)c1c(NC(NC(=O)C(C)C)C(Cl)(Cl)Cl)sc2c1CCC2 (configuration not stated),-4.8,19.9,0.3,-6.4,-9.8,-0.3,-18.1,-2.3,0.0
Fc1cc(F)c2nc(Nc3nc4c(F)cccc4s3)sc2c1,-2.2,8.2,-0.8,3.8,-2.2,5.3,4.2,2.2,3.5
OC(CNCCCN1CCCCC1)COc1ccccc1 (configuration not stated),-2.0,-21.1,2.6,-12.7,3.4,-0.5,14.1,1.8,-3.9
O=C(CSc1ccccn1)N/N=C/c1c[nH]c2ccccc12,0.4,9.4,2.5,1.4,-6.2,1.2,0.2,4.5,0.1
Cc1cccc(C(=O)N2CCN(c3ccc([N+](=O)[O-])c(NCc4ccco4)c3)CC2)c1,-8.7,8.0,-1.7,-14.4,-8.3,-1.1,8.1,1.2,3.4
CCC(C)(C(=O)NC1CCCCC1)N(C(=O)C1CCC(=O)N1)c1ccc(C)cc1 (configuration not stated),-4.7,9.2,-0.4,0.7,-3.1,-0.1,1.4,-0.3,-1.0
COc1ccc(NC(=O)Nc2ccc3c(c2)C(=O)N([C@H](C)CO)C[C@H](C)[C@@H](CN(C)S(=O)(=O)c2ccc(F)cc2)O3)cc1,-0.8,11.1,0.5,-3.6,-3.5,-0.7,6.4,1.5,3.1
COc1cc(/C=N/N2C(C)CCCC2C)cc(Br)c1O (configuration not stated),-0.7,-19.8,-3.3,-8.8,-1.9,1.5,1.4,1.2,-0.4
COC(=O)c1ccc(NC(=O)c2cc3c(CO)cnc(C)c3oc2=Nc2cccc(C(N)=O)c2)cc1,-2.9,-4.4,4.2,-5.3,-1.1,-2.4,-3.3,0.8,-7.9

# Screens: PubChem, several laboratories
